# HBB splicing = qHTS Assay for Modulators of Hemoglobin Beta Chain Splicing; HBB splicing reporter cell assay, activation; EGFP reporter with mutant IVS2-654 intron; response scale: normalised to 500 nM splice-correcting PNA; Potency, µM (top dose mostly 46.1 µM), for inactives: at the highest dose activation, usual class: activators; hit rate 0.06% among 65,000; note: potency is the fitted concentration of half-maximal effect; 0% is about no effect
#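 Compounds were applied for 2 days to HeLa EGFP-654 cells, 500/well in Optimem with 2% FCS. The reporter's EGFP is disrupted by mis-splicing of beta-globin intron IVS2-654. Readout: summed well GFP fluorescence from 488 nm laser scanning; reference was 500 nM antisense […] 654 PNA.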
# UbGFP stabilizer = Ubiquitin-GFP Assay; 67,000 tested, under 10 active; Ubiquitin-GFP reporter cells, proteasome inhibition, GFP fluorescence; response scale: untreated = 0%, 10 µM MG-132 = 100%; AID 526, 2006; Potency, µM (top dose mostly 45.9 µM), for inactives: at the top dose activation (GFP accumulation), usual class: activators; active = well fitted activation curve with a large enough effect, not every such curve was filed as active; inconclusive = small, poorly fitted or top-dose-only effect, or another doubt; inactive = no such curve, though single readings can be large or run the other way; note: potency is the fitted concentration of half-maximal effect
#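 Proteasome block read as GFP accumulation: ubiquitin(G76V)-GFP U2OS cells exposed to compound (2.9 nM–46 uM) for 4 hr at 37 C. Normalization used untreated cells as 0% and 10 uM MG-132 as 100%; concentration-response curves fitted.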
# BRCT PPI green = qHTS Assay for Inhibitors of BRCT-Phosphoprotein Interaction (Green Fluorophore). Potency, µM (series often up to 76.9 µM), without a hit: at the top dose activity change, negative = inhibition, most hits filed as inhibitors. AID 875, 2007. BRCA1 BRCT-phosphopeptide binding, green fluorescence polarization. Breast cancer type 1 susceptibility protein (Homo sapiens), P38398. hit rate 0.05% among 75,000;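 note: potency is the fitted concentration of half-maximal effect; plate controls were peptide without protein for full effect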
# Target sequence (P38398 whole entry, looked up): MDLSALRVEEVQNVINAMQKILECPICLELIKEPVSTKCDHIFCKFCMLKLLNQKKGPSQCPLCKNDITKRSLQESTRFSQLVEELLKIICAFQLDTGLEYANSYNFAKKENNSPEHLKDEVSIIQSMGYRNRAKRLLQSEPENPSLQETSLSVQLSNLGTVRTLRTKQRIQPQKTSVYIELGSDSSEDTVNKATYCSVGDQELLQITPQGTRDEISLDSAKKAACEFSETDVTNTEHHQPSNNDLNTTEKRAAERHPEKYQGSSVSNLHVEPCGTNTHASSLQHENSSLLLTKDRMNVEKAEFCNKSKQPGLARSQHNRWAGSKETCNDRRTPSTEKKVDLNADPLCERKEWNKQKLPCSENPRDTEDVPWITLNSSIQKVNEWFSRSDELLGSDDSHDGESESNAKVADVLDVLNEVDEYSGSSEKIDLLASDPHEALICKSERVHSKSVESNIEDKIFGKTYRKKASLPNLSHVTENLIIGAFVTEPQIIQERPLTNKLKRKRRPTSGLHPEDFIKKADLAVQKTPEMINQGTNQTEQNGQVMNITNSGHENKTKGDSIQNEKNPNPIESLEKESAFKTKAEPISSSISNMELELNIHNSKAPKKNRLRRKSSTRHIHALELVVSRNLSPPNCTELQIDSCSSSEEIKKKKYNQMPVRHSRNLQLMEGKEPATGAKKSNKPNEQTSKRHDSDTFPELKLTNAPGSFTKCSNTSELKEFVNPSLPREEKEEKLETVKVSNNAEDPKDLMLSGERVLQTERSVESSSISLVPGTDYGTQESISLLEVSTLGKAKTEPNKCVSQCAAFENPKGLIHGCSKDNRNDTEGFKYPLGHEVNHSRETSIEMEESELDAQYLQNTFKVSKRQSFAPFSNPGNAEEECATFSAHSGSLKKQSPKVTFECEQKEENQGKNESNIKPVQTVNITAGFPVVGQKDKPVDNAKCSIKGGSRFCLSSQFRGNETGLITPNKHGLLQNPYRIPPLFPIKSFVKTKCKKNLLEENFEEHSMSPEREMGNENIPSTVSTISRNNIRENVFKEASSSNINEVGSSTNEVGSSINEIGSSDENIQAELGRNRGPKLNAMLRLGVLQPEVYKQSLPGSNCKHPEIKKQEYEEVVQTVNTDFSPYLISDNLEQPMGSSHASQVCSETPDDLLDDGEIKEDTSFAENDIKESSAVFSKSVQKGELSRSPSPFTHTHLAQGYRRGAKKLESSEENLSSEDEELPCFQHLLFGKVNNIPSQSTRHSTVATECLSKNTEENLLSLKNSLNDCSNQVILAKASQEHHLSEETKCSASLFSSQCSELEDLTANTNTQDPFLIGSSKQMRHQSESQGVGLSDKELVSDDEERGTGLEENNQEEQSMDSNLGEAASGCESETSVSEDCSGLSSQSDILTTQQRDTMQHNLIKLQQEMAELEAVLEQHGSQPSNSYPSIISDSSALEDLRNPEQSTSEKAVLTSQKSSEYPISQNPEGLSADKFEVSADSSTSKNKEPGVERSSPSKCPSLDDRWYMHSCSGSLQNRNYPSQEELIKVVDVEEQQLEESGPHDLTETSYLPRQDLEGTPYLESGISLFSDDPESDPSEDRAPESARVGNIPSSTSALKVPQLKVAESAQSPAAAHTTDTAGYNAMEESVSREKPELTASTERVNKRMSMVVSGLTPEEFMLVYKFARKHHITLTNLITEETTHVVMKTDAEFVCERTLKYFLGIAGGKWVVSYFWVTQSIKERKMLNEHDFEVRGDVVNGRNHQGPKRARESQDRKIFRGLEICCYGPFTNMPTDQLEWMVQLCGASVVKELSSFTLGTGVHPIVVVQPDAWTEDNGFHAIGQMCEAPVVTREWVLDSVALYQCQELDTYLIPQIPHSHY
#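 Compounds were incubated for 12 min at room temperature with a complex of 100 nM fluorescein-tagged pBACH1 decapeptide and 250 nM His-tagged BRCT protein. Buffer was phosphate pH 7.3 with EDTA, DTT and Tween 20. Disruption of binding lowers the polarization signal.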
# ALOX15 inhib = qHTS Assay for Inhibitors of 15-hLO (15-human lipoxygenase) | Potency, µM (highest dose often 57.1 µM), inactives show top-dose activity change, negative = inhibition, usual class: inhibitors | Polyunsaturated fatty acid lipoxygenase ALOX15 (Homo sapiens), P16050 | purified 15hLO-1, xylenol orange hydroperoxide absorbance | hit rate 1.4% among 74,000; note: potency is the fitted concentration of half-maximal effect; % is set by controls: 0 for no effect and ±100 for the full control effect; nearly all actives have a fitted effect of over 55% in size
#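 Purified human 15hLO-1 (40 nM) in 25 mM Hepes pH 7.5, 0.01% Triton X-100, preincubated 15 min RT with compound, then 50 uM arachidonic acid for 6 min. Hydroperoxide read by ferrous/xylenol orange, 30 min; 573/405 nm absorbance ratio gave progress.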
# GFP derepression = qHTS Assay for Epigenetic Modulators. mouse C127i GFP locus derepression, cytometry, 30 h. Potency, µM (titrated, usually from 46.1 µM), for the others: top-dose GFP derepression (activation). hit rate 0.09% among 68,000. AID 597, 2007; note: % of control where 0% means no effect
#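 Read-out is the number of GFP-positive cells, scored as fluorescent objects 20 to 120 um wide, reflecting derepression of a silenced CMV-GFP reporter in murine C127i cells after 30 h compound exposure at 37 C.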
# BRCT PPI red = qHTS Assay for Inhibitors of BRCT-Phosphoprotein Interaction (Red Fluorophore); Breast cancer type 1 susceptibility protein (Homo sapiens), P38398; Potency, µM (top dose mostly 76.9 µM), for inactives: at the top dose activity change, negative = inhibition, hits mostly inhibitors; AID 892, 2007; hit rate 0.03% among 75,000; BRCT-phosphopeptide binding, red fluorescence polarization; note: % is set by controls: 0 for no effect and ±100 for the full control effect
#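 Fluorescence polarization: 100 nM His-tagged BRCA1 BRCT with 100 nM TAMRA-labelled phospho-BACH1 decapeptide, phosphate buffer pH 7.3 with 150 mM NaCl, DTT, 0.01% Tween 20; 12 min RT. Binding inhibition seen as FP decrease.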
# Hsp90 Hop PPI = qHTS Assay for Disrupters of an Hsp90 Co-Chaperone Interaction. Potency, µM (doses to about 57 µM), for inactives: at the highest dose activity change, negative = inhibition. AlphaScreen TPR2A-His6 binding biotin-Hsp90 C-terminal peptide. hit rate 0.44% among 71,000; active = well fitted curve in either direction with a large enough effect; inconclusive = small, poorly fitted or top-dose-only effect, or another doubt; note: potency is the fitted concentration of half-maximal effect; % is set by controls: 0 for no effect and ±100 for the full control effect; many of its hits are not listed in these tables
# Pol III holo inh = qHTS Assay for Inhibitors of DNA Polymerase III Holoenzyme System; Potency, µM (doses to about 57.1 µM), for the others: at the highest dose activity change, negative = inhibition; reconstituted DNA polymerase III holoenzyme replication, biochemical; AID 603, 2007; hit rate 0.25% among 71,000; note: potency is the fitted concentration of half-maximal effect; % is set by controls: 0 for no effect and ±100 for the full control effect
#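 Reconstituted *E. coli* holoenzyme (0.35 nM Pol III, 1 nM beta, 154 nM SSB, 2 nM primase) was preincubated with compound for 15 min at RT. Synthesis on 1.4 nM ssM13Gori ran 35 min, then was stopped with PicoGreen/EDTA and read as dsDNA fluorescence.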
# 4-MU autofl = qHTS Assay for Spectroscopic Profiling in 4-MU Spectral Region; compound autofluorescence, 340/450 nm, 4-MU equivalents; stronger effect = higher value; max dye-equivalent concentration, M; hit rate 11% among 59,000; AID 589, 2007; in the data active = max dye-equivalent concentration above about 10 nM; inconclusive = mostly about 1.1 nM to 9.6 nM
#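 Intrinsic fluorescence at 340/450 nm (ex/em) was read after 15 min at room temperature in pH 8.0, 100 mM Tris. Each compound concentration expressed as 4-MU-equivalent concentration from a six-point 4-MU standard series on each plate.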
# CRE Fsk mod = Cell signaling CRE-BLA (Fsk stim); CHO CRE-bla reporter (cAMP response element driving beta-lactamase), forskolin EC10, beta-lactamase ratio; Potency, µM (top dose mostly 38.2 µM), for inactives: at the top dose activity change, negative = inhibition, usual class: activators; hit rate 2.5% among 71,000; AID 662, 2007; active = well fitted activation curve with a large enough effect in the signal ratio, with a control signal flat, not every such curve was filed as active; inconclusive = small, poorly fitted or top-dose-only effect, or effect the other way, or a change in a side signal; the % refers to the signal ratio; note: potency is the fitted concentration of half-maximal effect; % of control where 0% means no effect
#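 Reporter-gene assay: CHO cells with beta-lactamase behind cAMP responsive elements, co-treated with compound and EC10 NKH 477 for 3 hours at 37 degrees Celsius. Activity came from the 460/530 nm CCF4 emission ratio.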
# A350 fluor = qHTS Assay for Spectroscopic Profiling in A350 Spectral Region; Compound autofluorescence, 340/450 nm, Alexa 350 dye-equivalents; stronger effect = higher value; AID 590, 2007; hit rate 11% among 59,000; max dye-equivalent concentration, M; in the data active = max dye-equivalent concentration above about 10 nM; inconclusive = mostly about 1.1 nM to 9.6 nM
# * marks the source's active call; other numbers are inactive results; i = inactive; ? = inconclusive; . = not tested or not shown; [ ] = remark or other dose. Unless noted, calls come from the whole dose curve; as a rule, active = well fitted curve in the direction sought with a large enough effect; inconclusive = small, poorly fitted or top-dose-only effect, or another doubt; inactive = no such curve, though single readings can be large; an effect the other way counts as inactive or inconclusive.
SMILES,HBB splicing,UbGFP stabilizer,BRCT PPI green,ALOX15 inhib,GFP derepression,BRCT PPI red,Hsp90 Hop PPI,Pol III holo inh,4-MU autofl,CRE Fsk mod,A350 fluor
NC(=O)COC(=O)c1ccc(S(=O)(=O)N2CCCCCC2)cc1,-0.8%,1%,0.2%,4%,1%,0.8%,-3%,0%,i,1%,i
Cc1ccc(S(=O)(=O)c2ccc(Cl)cc2)cc1S(=O)(=O)N1CCOCC1,-3.9%,7%,0.4%,0%,0%,-0.9%,6%,2%,.,-5%,.
COc1ccc(CCN=C2SCC(=O)N2C)cc1OC,0.5%,-9%,1.7%,16%,2%,2.1%,-5%,-4%,.,9%,.
CC1(C)CC(=O)C(C=Nc2ccc3cn[nH]c3c2)=C(O)C1,0.2%[9.22 µM],5%,0.7%,-13%,0%,0.0%,-3%,-3%,.,?,.
O=C(O)c1cccc(Cn2cc(Cl)cn2)c1,-1.2%,4%,-3.0%,2%,1%,-0.3%,-1%,-8%,i,?,i
Cc1ccc(S(=O)(=O)Cc2ccc(C(=O)NCc3ccc4c(c3)OCO4)o2)cc1,0.2%[1.84 µM],13%,-0.1%,-6%,0%,-0.1%,-4%,5%,i,-10%,i
CCN(CC)CCCN1C(=O)C(O)=C(C(=O)c2ccc(C)o2)C1c1ccco1 (configuration not stated),-0.5%,-4%,3.5%,-10%,-3%,-1.1%,?,-7%,i,-7%,i
CCCCCCNS(=O)(=O)c1ccc(Cl)s1,1.6%,10%,-0.9%,-1%,1%,0.4%,3%,-3%,i,1%,i
Cc1cc(C(=O)N2CCN(C/C=C/c3ccccc3)CC2)no1,-0.1%,-3%,-0.2%,5%,0%,-1.3%,-2%,-2%,i,-5%,i
O=C(C1CCN(Cc2ccc(F)cc2)CC1)N(CCO)Cc1ccccc1,0.3%,1%,-2.5%,8%,2%,1.2%,-2%,2%,i,-10%,i
O=C1OCCC1Sc1nnc(-c2ccccc2)o1 (configuration not stated),0.0%[57.5 µM],-1%,0.3%,-2%,-1%,-3.4%,6%,-2%,i,-6%,i
COc1c2c(nc3occc13)C(CCC(C)(C)O)(OC)C(O)CC2 (configuration not stated),.,0%,-3.3%,-8%,0%,0.9%,2%,-3%,i,-2%,i
CCC/C=C(\CCC)C(NC(=O)c1ccccc1)c1ccccc1 (configuration not stated),-0.7%,.,0.6%,.,.,-2.8%,?,-3%,.,9%,.
N#C/C(C(=O)N1CCOCC1)=C1\Nc2ccccc2S1,-2.4%,4%,-3.0%,9%,0%,1.3%,-6%,-3%,i,2%,i
O=C1CCCc2nn(-c3ccccc3)c(-c3ccncc3)c21,-0.4%,-13%,2.5%,-14%,0%,-1.1%,-5%,-22%,i,?,i
O=C(Cn1c(=O)sc2ccccc21)Nc1nc2c(s1)CCCC2,-4.6%,-3%,-3.2%,?,1%,-0.3%,-2%,-2%,i,-18%,?
CC(C)n1c(NCc2ccc(N(C)C)cc2)nc2ccccc21,-0.8%,-4%,-1.3%,0%,-3%,-0.1%,-16%,1%,i,-5%,i
CCCCOc1cccc(C(=O)N(Cc2ccco2)C2CCS(=O)(=O)C2)c1 (configuration not stated),-0.8%[0.369 µM],.,-1.5%,2%,-2%,-0.4%,-6%,-7%,i,12%,i
O=C(NC1CCCCC1)N(Cc1ccc(F)cc1)Cc1nc2ccccc2c(=O)[nH]1,.,4%,-0.7%,-2%,-2%,-1.2%,-3%,3%,i,12%,i
CCCn1c(NC(=O)c2ccc(Cl)c(S(=O)(=O)N3CCCC3)c2)nc2ccccc21,4.4%,0%,1.6%,14%,-1%,2.1%,3%,1%,6.5e-08M*,?,6.1e-08M*
C[n+]1cnn2c1SCC1(COC1)C2,-1.0%,6%,0.5%,-5%,4%,-0.9%,-7%,-6%,i,-5%,i
Cc1nc(NCc2ccccc2)c2nc(-c3ccccc3)n(C(C)CN(C)C)c2n1 (configuration not stated),-0.3%,1%,2.2%,6%,.,-6.0%,-9%,-8%,.,-15%,.
O=C(CCN1C(=O)c2ccccc2S1(=O)=O)N1CCN(c2ccccc2)CC1,-0.5%,-2%,1.1%,10%,0%,1.2%,-3%,0%,i,-6%,i
O=C(CCNS(=O)(=O)c1cccs1)N1CCCCCC1,0.8%,3%,-0.2%,6%,-4%,0.5%,1%,-5%,i,1%,i
CCOc1ccc(S(=O)(=O)N2CCN(C(=O)c3cccn3C)CC2)cc1,-1.7%,-6%,-1.3%,-11%,0%,-2.6%,-11%,-3%,i,?,i
O=CN1CCN(C(=O)c2ccccc2F)CC1,1.3%,0%,-4.0%,19%,-2%,-0.5%,-1%,-7%,.,0%,.
COC(=O)c1cc(Br)c(=O)n(CCN2CCOCC2)c1,0.4%[0.369 µM],0%,-0.8%,-1%,9%,0.1%,-1%,-1%,i,?,i
COc1ccc2[nH]cc(C(=O)CN3CCCCC3C)c2c1 (configuration not stated),-1.3%[57.5 µM],-3%,2.2%,-9%,-2%,-0.9%,-4%,3%,i,-6%,i
O=C(Cc1ccc(F)cc1)OCC(=O)c1cc2ccccc2o1,-4.3%,0%,-0.5%,-8%,2%,0.1%,19%,5%,i,?,i
CCCOC(=O)C1=C(C)NC2=C(C(=O)C(C(=O)OC)C(C)C2)C1c1ccc(N(C)C)cc1 (configuration not stated),0.0%[57.5 µM],-6%,0.5%,-8%,3%,0.0%,-6%,0%,2.3e-08M*,6%,2.2e-08M*
CCCSc1nnc(N2C(=O)CC(c3ccsc3)C3=C2CCCC3=O)s1 (configuration not stated),-0.8%,3%,-2.8%,-6%,0%,-0.6%,-2%,-3%,.,?,.
Cc1cc(=S)n(-c2ccccc2)n1C,0.6%[0.0738 µM],-3%[9.17 µM],-1.3%,0%[11.4 µM],0%,-0.9%,-5%[11 µM],-4%[11.4 µM],.,?,.
O=C(O)CCc1ccc(-c2ccc(F)cc2)n1CC(=O)O,.,-5%,3.5%,?,-1%,-1.3%,?,-11%,?,-7%,?
COc1ccc2cc(C(=O)NCc3ccco3)c(=O)oc2c1,-0.4%,4%,1.1%,1%,4%,-0.3%,-1%,0%,3e-07M*,9%,3.3e-07M*
ICCc1ccccc1,0.6%,.,-4.5%,13µM*,.,0.3%,?,-5%,.,-9%,.
COC(=O)c1cccc(-n2nnnc2SCC(=O)Nc2nc3c(s2)CCCC3)c1,0.0%[57.5 µM],-1%,2.0%,-17%,2%,2.4%,-6%,?,?,-6%,?
c1ccc(-c2cn3c4c(sc3n2)CCCC4)cc1,-6.3%,-3%,-0.9%,-27%,-1%,-2.2%,-1%,-10%,i,?,?
CCOC(=O)C1C(=O)C=C(C)C(C(=O)OCC)C1c1ccc(OC)cc1 (configuration not stated),5.1%[0.369 µM],-7%,-1.2%,2%,2%,1.1%,-1%,-6%,i,-2%,i
COc1ccc(O)c(CN2CCN(C/C=C/c3ccccc3)CC2)c1,-1.6%,-5%,-0.4%,-9%,-2%,0.8%,-6%,5%,.,-8%,.
O=C(Cn1nc(-c2ccc(Cl)cc2)ccc1=O)N1CCN(c2ccccc2)CC1,-2.7%,-4%,0.0%,?,-3%,-1.0%,-13%,-2%,i,?,i

# 3 compounds drawn at random from those above, as already listed:
SMILES,HBB splicing,UbGFP stabilizer,BRCT PPI green,ALOX15 inhib,GFP derepression,BRCT PPI red,Hsp90 Hop PPI,Pol III holo inh,4-MU autofl,CRE Fsk mod,A350 fluor
O=C(CCNS(=O)(=O)c1cccs1)N1CCCCCC1,0.8%,3%,-0.2%,6%,-4%,0.5%,1%,-5%,i,1%,i
COc1ccc(CCN=C2SCC(=O)N2C)cc1OC,0.5%,-9%,1.7%,16%,2%,2.1%,-5%,-4%,.,9%,.
c1ccc(-c2cn3c4c(sc3n2)CCCC4)cc1,-6.3%,-3%,-0.9%,-27%,-1%,-2.2%,-1%,-10%,i,?,?

# Bioassay records deposited in PubChem by National Center for Advancing Translational Sciences (NCATS).
